# Compound activity as filed in PubChem BioAssay.
# RXFP1 ag – RXFP1 (human) receptor agonism; HEK293T-RXFP1 cAMP TR-FRET, 30 min; response scale: percent of porcine relaxin response, buffer zero; Potency, µM (titrated, usually from 57.5 µM), for inactives: top-dose activation, most hits filed as activators; 370,000 compounds, 0.3% hits; AID 2676; further: on the % scale 0 is the no-effect control and ±100 the full control effect; nearly all actives have a fitted effect of over 60% in size; many of its hits are not listed in these tables
# Target sequence (Q9HBX9 whole entry, looked up): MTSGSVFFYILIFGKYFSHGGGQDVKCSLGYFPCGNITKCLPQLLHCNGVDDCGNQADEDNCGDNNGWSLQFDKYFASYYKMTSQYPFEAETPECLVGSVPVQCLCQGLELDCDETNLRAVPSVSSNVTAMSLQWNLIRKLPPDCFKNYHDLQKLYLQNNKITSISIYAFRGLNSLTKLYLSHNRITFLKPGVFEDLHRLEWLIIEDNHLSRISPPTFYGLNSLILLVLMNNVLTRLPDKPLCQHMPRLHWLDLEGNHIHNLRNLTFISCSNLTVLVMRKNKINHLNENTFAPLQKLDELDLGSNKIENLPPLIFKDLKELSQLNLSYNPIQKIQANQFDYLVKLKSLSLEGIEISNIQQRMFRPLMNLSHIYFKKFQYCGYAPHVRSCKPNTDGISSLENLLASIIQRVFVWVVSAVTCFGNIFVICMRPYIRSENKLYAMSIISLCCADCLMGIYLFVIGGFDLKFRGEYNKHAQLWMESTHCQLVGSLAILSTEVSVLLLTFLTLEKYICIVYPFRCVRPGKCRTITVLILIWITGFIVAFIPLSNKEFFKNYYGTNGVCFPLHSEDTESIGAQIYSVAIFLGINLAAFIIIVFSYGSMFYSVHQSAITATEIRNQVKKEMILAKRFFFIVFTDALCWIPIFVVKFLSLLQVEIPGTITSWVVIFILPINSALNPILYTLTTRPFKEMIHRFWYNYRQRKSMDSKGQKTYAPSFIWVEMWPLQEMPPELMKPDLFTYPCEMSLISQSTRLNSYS
#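 HEK293 cells stably expressing RXFP1, treated 30 min at 37C with compounds plus PDE4 inhibitor Ro 20174; cAMP measured by HTRF TR-FRET. Normalized to buffer and 29 nM porcine relaxin; EC50 by Hill fit.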
# 12-LOX inh – ALOX12 (human) lipoxygenase inhibition | purified 12hLO, xylenol orange hydroperoxide absorbance | Potency, µM (top dose mostly 108 µM), for inactives: at the highest dose activity change, negative = inhibition, usual class: inhibitors | 580,000 compounds, 1.1% hits | AID 1671190; further: on the % scale 0 is the no-effect control and ±100 the full control effect
#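 Hydroperoxide product was detected by ferrous iron/xylenol orange as the 573 to 405 nm absorbance ratio. Arachidonic acid at 40 uM (final) was turned over for 30 min at room temperature by 150 nM human 12hLO, pH 7.0 Hepes buffer, after 15 min compound preincubation.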
# RGS4 inh – inhibitors of human regulator of G protein signaling 4; Potency, µM (top dose mostly 114 µM), without a hit: at the top dose activity change, negative = inhibition, hits mostly inhibitors; 390,000 compounds, 0.039% hits; P49798; Transcreener GDP fluorescence polarization, RGS4-accelerated GTP hydrolysis; AID 504845; further: on the % scale 0 is the no-effect control and ±100 the full control effect; nearly all actives have a fitted effect of over 75% in size; some results filed as inactive show a strong effect at the top dose
#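 MLSMR compounds (23 nl, pin-transferred) preincubated 10 min at room temperature with a 500nM (2x) first reagent, then RGS4 at 900nM (2x) plus Transcreener GDP mix added; fluorescence polarization (620/688 nm) read before and after 90 min at 30 °C.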
# Vif-A3F inh – Vif-A3F binding inhibition | HeLa A3F-eYFP + Vif (tagged APOBEC3F with the HIV-1 protein that degrades it), YFP fluorescence increase | Potency, µM (highest dose often 46.1 µM), without a hit: top-dose activity, negative = active | 390,000 compounds, 0.2% hits; further: % of control where 0% means no effect; nearly all actives have a fitted effect of over 65% in size
#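 Fluorescence increase (Ex 488/Em 500-530) after overnight compound treatment at 37 deg C flags inhibition of Vif-driven A3F-eYFP loss in stable HeLa A3F-eYFP/Vif cells seeded overnight beforehand.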
# Vif-APOBEC3G blk – blocks the Vif interaction with human APOBEC3G. Q9HC16. AID 602310. Potency, µM (doses to about 46.1 µM), for inactives: top-dose activity, negative = active, actives largely listed as inhibitors. 410,000 compounds, 0.076% hits. HeLa A3G-eYFP + Vif (tagged APOBEC3G with the HIV-1 protein that degrades it), YFP fluorescence, overnight;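 further: on the % scale 0 is the no-effect control and ±100 the full control effect; nearly all actives have a fitted effect of over 60% in size; hits raise eYFP signal because A3G escapes Vif-driven loss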
# Target sequence (Q9HC16 whole entry, looked up): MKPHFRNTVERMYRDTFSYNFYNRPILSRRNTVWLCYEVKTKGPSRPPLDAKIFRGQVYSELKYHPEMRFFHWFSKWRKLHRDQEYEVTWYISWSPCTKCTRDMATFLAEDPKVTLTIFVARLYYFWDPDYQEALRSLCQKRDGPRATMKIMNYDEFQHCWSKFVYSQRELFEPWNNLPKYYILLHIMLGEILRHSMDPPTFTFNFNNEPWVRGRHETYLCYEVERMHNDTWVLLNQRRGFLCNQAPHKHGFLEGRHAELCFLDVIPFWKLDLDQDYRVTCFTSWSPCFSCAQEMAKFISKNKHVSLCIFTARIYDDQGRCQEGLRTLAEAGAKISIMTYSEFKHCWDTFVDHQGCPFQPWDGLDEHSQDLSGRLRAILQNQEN
#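 Read-out is eYFP fluorescence (Ex 488/Em 500-530) from Vif-expressing HeLa A3G-eYFP cells; more signal means A3G escaped Vif-mediated degradation. Cells plated overnight, compound pinned in, incubated overnight at 37 deg C.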
# rTrxR1 inhibitor – inhibitors of rat thioredoxin reductase 1; Potency, µM (doses to about 114 µM), for inactives: top-dose activity change, negative = inhibition, actives largely listed as inhibitors; O89049; recombinant rTrxR1, NADPH fluorescence consumption, selenite substrate; 390,000 compounds, 1% hits; further: on the % scale 0 is the no-effect control and ±100 the full control effect; nearly all actives have a fitted effect of over 65% in size
#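 Rat TrxR1 (90 nM in the dispensed reagent) was pre-reduced with 400 uM NADPH for 5 min at room temperature, then incubated with compound for 15 min. After 400 uM selenite was added, NADPH fluorescence (Ex 340/Em 450 nm) was followed for 8 min.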
# mIDH1 inhibitor – inhibitors of human mutant IDH1 R132H. O75874. IDH1-R132H enzyme, NADPH consumption, diaphorase/resazurin fluorescence. Potency, µM (titrated, usually from 76.6 µM), without a hit: top-dose activity change, negative = inhibition, hits mostly inhibitors. 390,000 compounds, 0.093% hits; further: on the % scale 0 is the no-effect control and ±100 the full control effect; nearly all actives have a fitted effect of over 65% in size
#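 IDH1-R132H (0.5 ug/mL dispensed) in pH 7.5 Tris buffer was preincubated 30 min with compound, then given a substrate mix of 0.016 mM NADPH and 2 mM alpha-KG for 80 min at room temperature; remaining NADPH was read by diaphorase/resazurin fluorescence.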
# USP1-UAF1 inh – inhibitors of human USP1/UAF1 deubiquitinase. Potency, µM (highest dose often 57.1 µM), inactives show top-dose activity change, negative = inhibition, most hits filed as inhibitors. 390,000 compounds, 0.23% hits. recombinant USP1/UAF1, Ub-Rhodamine cleavage fluorescence. AID 743255; further: on the % scale 0 is the no-effect control and ±100 the full control effect; nearly all actives have a fitted effect of over 60% in size; inactives centre near -12
#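 In this screen, compounds sit with the deubiquitinase complex (1nM) for 15 min at room temperature before Ub-Rho is added at 150nM final. Fluorescence rise is then followed for 6 reads every 60 seconds.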
# TrxR1 substrate – rat thioredoxin reductase 1 substrate activity | purified TrxR1 substrate turnover, NADPH consumption readout | AID 588456 | 390,000 compounds, 0.01% hits | Potency, µM (top dose mostly 114 µM), for the others: top-dose activity change, negative = substrate turnover; further: on the % scale 0 is the no-effect control and ±100 the full control effect; nearly all actives have a fitted effect of over 50% in size
#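 Rat TrxR1, dispensed at 90 nM, was prereduced with 400 uM NADPH (final) for 5 min at ~22 deg C, then incubated with compound 15 min before 400 uM selenite. A first-read NADPH fluorescence drop versus no-compound background flagged substrates.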
# Numbers without * were called inactive; ? = inconclusive; · = not tested or not shown; & = joins results of further samples; [ ] = another dose, or the depositor's remark. The call rests on the fitted dose curve; in most records, active means well fitted curve in the direction sought with a large enough effect; inconclusive means small, poorly fitted or top-dose-only effect, or another doubt; inactive means no such curve, though single readings can be large; an effect the other way counts as inactive or inconclusive. Potency means the concentration at half of the fitted maximal effect. Not all compounds are listed; the hit share may differ from the screen's.
SMILES,RXFP1 ag,12-LOX inh,RGS4 inh,Vif-A3F inh,Vif-APOBEC3G blk,rTrxR1 inhibitor,mIDH1 inhibitor,USP1-UAF1 inh,TrxR1 substrate
CC1CCC2(CC1)NC(=O)N(CC(=O)N1CCN(S(=O)(=O)c3ccccc3)CC1)C2=O (stereo not given),-0.7%,8%,17%,11%,-2%,-11%,0%,-19%,-10%
CN(C)CCCNc1cc(C(C)(C)C)nc2c(-c3ccccc3)cnn12,-0.1%,-3%,11%,7%,4%,13%,2%,-7%,4%
O=C(CSc1nnc(-c2cnccn2)n1Cc1ccco1)c1ccccc1,0.3%,-7%,-24%,-10%,-1%,56µM*,5%,-11%,-1%
NC(=O)Nc1ccc(C(=O)OCC(=O)NC2CCCCC2)cc1,0.5%,-13%,-12%[56.9 µM],-6%,1%,6%,1%,-13%,5%
O=C(Nc1cccc(F)c1)C1CCN(C(=O)c2ccccc2Cl)CC1,-4.5%,20%,2%[11.4 µM],-5%,5%,-1%,10%,-14%,-8%
NCCCCCc1nnc(SCc2ccc(F)cc2)o1,-2.4%,-11%,20%,-2%,4%,5%,-14%,-11%,2%[11.4 µM]
Cc1ccc(C2(c3noc(CN(C)CCO)n3)CCCC2)cc1,-0.4%,0%,26%,17%,0%,14%,0%,-10%,-3%
O=C(NCCc1ccccc1)c1ccccc1SCC(=O)N1CCCC1,0.2%,38%[activator],-32%,1%,-6%,17%,3%,-33%,7%
COC(=O)c1ccc(NC(=O)CCCC(=O)OCC(=O)c2ccc(Cl)cc2)cc1,0.0%,-11%,-12%,0%,0%,18%,-5%,-27%,1%
O=C(NCCOC(=O)c1ccc(Cl)c(S(=O)(=O)N2CCCCC2)c1)c1ccncc1,1.0%,·,27%,-1%,1%,8%,-1%,5%,1%
CCC1(C)Cc2c(sc3[nH]c(=S)[nH]c(=S)c23)CO1 (stereo not given),?,?,-49%,-7%,1%,-32%,-1%,-6%,-2%
Cc1cc(C)cc(C(=O)N2CC(=O)Nc3ccccc32)c1,-0.1%,-23%,-20%,-8%,?,-5%,7%,-6%,-2%
Cc1cc(C(=O)CSc2nc(N)cc(N)n2)c(C)n1C1CC1,1.6%,-5%,-19%,-3%,-3%,22%[57.1 µM],2%,?,3%[57.1 µM]
C=CCOc1ccc(/C(O)=C2/C(=O)C(=O)N(CCCn3ccnc3)C2c2ccco2)cc1 (stereo not given),25%,6%,0%,2%,-1%,0%,-2%,-20%,1%
CN1CCN(C(=O)CN(c2ccccc2)S(=O)(=O)N(C)C)CC1,-0.6%,-9%,-2%,-1%,0%,19%,11%,-17%,5%
Cc1ccc(CN2CCN(CC(=O)NC(C)c3ccc4c(c3)OCCO4)C2=O)cc1 (stereo not given),0.6%,-24%,17%,4%,1%,25%,-5%,3%,1%
COc1ccc(C(=O)C2CCCN(C(=O)c3ccc4cc[nH]c4c3)C2)c(C)c1 (stereo not given),-0.8%,12%,17%,0%,0%,17%,-4%,-24%,-1%
CCOC(=O)CSc1n[nH]c(NC(=O)c2cccc(C(F)(F)F)c2)n1,1.1%,-28%,-9%,-7%,2%,0%,6%,-6%,11%
COc1ccc(/C=N/Nc2cc(N3CCOCC3)nc(C)n2)c(OC)c1,-0.8%,0%,18%,-5%,-7%,9%,?,-16%,-5%
O=C(O)c1cnn2cc(-c3[nH]ncc3[N+](=O)[O-])cnc12,0.6%,-10%,-6%,-13%,2%,4%,5%,-15%,-2%
CN1CCN(NC(=O)CN2C(=O)/C(=C/c3ccccc3Cl)SC2=S)CC1,0.5%,?,-34%,-2%,0%,5%,-1%,-22%,-1%
Cc1nc(-c2ccc(Cl)cc2)sc1C1(C)CC(c2ccc(OC(F)(F)F)cc2)=NO1 (stereo not given),6.7%,-4%,-5%,-1%,-4%,34%,2%,-17%,2%
O=C(Nc1ccccc1)c1ccccc1N=Cc1cccc(O)c1,0.1%,-1%,8%,7%,-1%,5%,-9%,-6%,74%[activator]
CCC(=O)N1CCc2cc(S(=O)(=O)NCCC(=O)Nc3ccccc3C)ccc21,3.6%,0%,16%,?,4%,-2%,3%,-7%,-9%
O=C(NCC1CCCO1)C1CCCN(S(=O)(=O)c2ccc(Br)cc2)C1 (stereo not given),2.4%,25%,-4%,1%,-5%,18%,-4%,-23%,0%

# Record cards, from the list above. Values in the order: RXFP1 ag, 12-LOX inh, RGS4 inh, Vif-A3F inh, Vif-APOBEC3G blk, rTrxR1 inhibitor, mIDH1 inhibitor, USP1-UAF1 inh, TrxR1 substrate
# `Cc1cc(C)cc(C(=O)N2CC(=O)Nc3ccccc32)c1` reads -0.1%, -23%, -20%, -8%, ?, -5%, 7%, -6%, -2%
# `C=CCOc1ccc(/C(O)=C2/C(=O)C(=O)N(CCCn3ccnc3)C2c2ccco2)cc1` (stereo not given) reads 25%, 6%, 0%, 2%, -1%, 0%, -2%, -20%, 1%
# `Cc1nc(-c2ccc(Cl)cc2)sc1C1(C)CC(c2ccc(OC(F)(F)F)cc2)=NO1` (stereo not given) reads 6.7%, -4%, -5%, -1%, -4%, 34%, 2%, -17%, 2%

# (cont.)
SMILES,RXFP1 ag,12-LOX inh,RGS4 inh,Vif-A3F inh,Vif-APOBEC3G blk,rTrxR1 inhibitor,mIDH1 inhibitor,USP1-UAF1 inh,TrxR1 substrate
CCOc1ccccc1NC(=O)c1cc(S(=O)(=O)N2CCOCC2)ccc1C,-2.2%,-2%,16%,5%,0%,9%,-1%,-4%,-2%
CCCCCn1c(SCC(=O)c2ccccc2)nc2cc(C(=O)NCc3ccco3)ccc2c1=O,0.5%,-9%,-9%,-12%,2%,-12%[57.1 µM],-5%,-6%,-1%[57.1 µM]
O=C(Nc1cccc2ncccc12)c1cc([N+](=O)[O-])ccc1Cl,-3.4%,1%,-6%[56.9 µM],-17%,-2%,8%,-13%,-15%,2%
COC(=O)c1ccccc1NC(=O)C1CCCN(C(=O)c2cnn(-c3ccc(F)cc3)c2-n2cccc2)C1 (stereo not given),0.7%,-4%,13%,-4%,0%,26%,0%,-21%,0%
CC(OC(=O)c1cc2sccc2n1C)C(=O)NCCc1ccccc1 (stereo not given),-0.3%,-19%,8%,-2%,?,-1%,3%,-3%,5%[57.1 µM]
COCCn1c(SCC(=O)Nc2ccccc2)nc2c1c(=O)[nH]c(=O)n2C,0.9%,-3%,19%,0%,5%,20%[57.1 µM],-12%,-4%,5%[57.1 µM]
c1ccc(C(CN2CCCCC2)Oc2ccccn2)cc1 (stereo not given),·,-20%,16%,-4%,4%,-6%[2.29 µM],4%,-6%,8%[57.1 µM]
CCN(CC(=O)Nc1c(F)cccc1F)C(=O)CSc1nc2ccccc2o1,0.5%,1%,-3%,-5%,-5%,24%[57.1 µM],-4%,-17%,-2%[57.1 µM]
Fc1ccc(/C=N/n2c(-c3cccs3)n[nH]c2=S)cc1,1.2%,?,-26%,-19%,3%,-14%,7%,-7%,-3%
O=C(O)c1cnn(-c2nc(-c3cccc(F)c3)cs2)c1C(F)(F)F,21%,-11%,-30%,7%,0%,13%[57.1 µM],-6%,-16%,16%[57.1 µM]
CCOC(=O)c1cc2ccc(OC)c(OC)c2c(=O)s1,0.1%,0%,16%,-2%,0%,-6%,1%,-1%,-9%
Cc1ccc(NC(=O)Cn2nc(-c3ccccc3)nc2-c2ccccc2)c(C)c1,0.3%,-12%,10%,-3%,-14%,-2%,1%,-20%,-9%
CC(=O)/C(N=Nc1cc2c(c([N+](=O)[O-])c1C)C(C)(C)CC2(C)C)=C(\C)O,0.7%,23%,-1%,14%,-3%,19%[2.29 µM],21%,?,2%[11.4 µM]
COc1ccc(C(=O)NN/C(C)=C/C(=O)C(F)(F)C(F)(F)C(F)(F)F)cc1,-0.9%,26%,19%,5%,-3%,-13%,5%,-21%,-9%
Cc1ccc(CCNC(=O)C23C[C@H]4C[C@@H](C2)CC(n2nnc(C)n2)(C4)C3)cc1,2.2%,-23%,14%,9%,0%,25%,21%,-10%,15%
CC(=O)Nc1ccc(S(=O)(=O)Nc2ccc(-n3cnnn3)cc2)cc1,-0.4%,-23%,9%,-4%,2%,13%,-6%,-20%,3%
Cc1ccc(-c2nc(C(=O)Nc3cccc(C#N)c3)c3n2CCCCC3)cc1,4.7%,-12%,8%,2%,2%,11%,10%,-21%,9%
Cc1ccc(NC(=O)NCC2CCN(Cc3cccc(Cl)c3)CC2)c(Cl)c1,0.6%,-8%,-7%[56.9 µM],1%,5%,20%[57.1 µM],-3%,-26%,6%[57.1 µM]
CCOC(=O)c1sc(-c2ccc(C)cc2)c(C#N)c1C,4.1%,-28%,-53%,7%,2%,13%[57.1 µM],3%,-3%,11%
COc1ccc(NC(=O)N2CCC(Cc3ccccc3)CC2)cc1,2.8%,-6%,12%[11.4 µM],1%,-21%,24%,15%,-9%,10%
CC1CCN(CC(=O)N2CCCc3c2c(=O)oc2ccc(OCc4ccccc4)cc32)CC1,-1.3%&-0.1%,4%&-48%,9%&-9%,-13%&0%,2%&4%,-3%&8%,22%&0%,-4%&-8%,-3%
CC(=O)c1cccc(NC(=O)CSc2nnc3ccc(-c4ccc(Br)cc4)nn23)c1,3.1%,-8%,-19%,-1%,-5%,15%[57.1 µM],2%,-23%,-2%[57.1 µM]
Nc1c(C(=O)Nc2ccccc2Cl)c2ccccn2c1C(=O)c1ccccc1,?,-21%,-1%,·,·,31%,·,9%,10%
